NPY Y1 blocker = NPY-Y1 receptor antagonists, primary screen, cell-based. actives 1% (n = 200,000). HEK293-CNG Y1 cells, membrane potential fluorescence; NPY at EC95, then isoproterenol. inhibition, % at 3.6 µM. AID 1040, 2008. Neuropeptide Y receptor type 1 (Homo sapiens), P25929;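 active = inhibition above the campaign mean inhibition of all tested compounds plus 3 SD, cut at about 20% in these data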;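 note: 0% = DMSO wells given NPY plus isoproterenol and 100% = isoproterenol alone without NPY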
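Material: HEK293 cells co-expressing NPY Y1 receptor and cyclic-nucleotide gated channel. Timing: compound incubation 1 h at room temperature, readout 45 min post-stimulation. Signal: fluorescence, membrane potential probe.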
PPC-1+TRAIL kill = compounds killing PPC-1 cancer cells with TRAIL present, primary screen, TRAIL potentiator project, ATPLite luminescence, uHTS | PPC-1 cells + TRAIL, ATPLite viability luminescence | actives 0.41% (n = 220,000) | cell killing (% activity), % at 4 µM | AID 1443, 2008;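 active = cell killing above 50% in the first pass at 4 µM, then a duplicate retest at 5 µM averaging 50% or more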;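 note: plate controls were cells with TRAIL plus DMSO for no effect and medium-only wells lacking cells for full effect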
NPY-Y1 PAM-ag = NPY-Y1 receptor potentiators or agonists, primary screen, cell-based | AID 1304, 2008 | Neuropeptide Y receptor type 1 (Homo sapiens), P25929 | activation, % at 3.6 µM | NPY-Y1 expressing cells, potentiator/agonist activation | actives 0.37% (n = 220,000); in the data active = activation above about 33%, passing the limit was not always enough;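 note: cells stimulated with NPY at EC10 then isoproterenol at EC100; 0% = low agonist plus stimulus and 100% = saturating agonist plus stimulus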
PGE2 EP2 inh = human EP2 receptor antagonists, primary screen, TR-FRET cAMP, C6 glioma cells; AID 1422, 2008; actives 0.52% (n = 260,000); C6 glioma cells expressing human EP2; cells stimulated with saturating PGE2; inhibition, % at 25 µM;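 active = percent inhibition above 40 after rounding to a whole number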;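 note: rat C6 glioma host cells with rolipram phosphodiesterase inhibitor present; the protocol text gives 20 µM as final concentration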
Target sequence (P43116 whole entry, looked up): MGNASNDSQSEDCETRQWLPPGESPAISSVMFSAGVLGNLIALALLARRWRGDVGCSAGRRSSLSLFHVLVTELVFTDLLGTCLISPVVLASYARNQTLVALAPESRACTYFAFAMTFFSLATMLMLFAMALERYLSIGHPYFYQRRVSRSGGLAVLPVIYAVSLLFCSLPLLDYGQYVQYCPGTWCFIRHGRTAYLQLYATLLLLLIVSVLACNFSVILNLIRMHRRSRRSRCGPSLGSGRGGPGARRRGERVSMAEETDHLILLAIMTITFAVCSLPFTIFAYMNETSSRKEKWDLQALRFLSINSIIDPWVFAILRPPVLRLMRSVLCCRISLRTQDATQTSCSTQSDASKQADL
TRPML3 agonist = human TRPML3 channel agonists, primary screen, cell-based, HEK293 TRPML3-YFP, Fluo-8 calcium fluorescence, 3 µM. Mucolipin-3 (Homo sapiens), Q8TDD5. AID 1448, 2008. actives 0.29% (n = 220,000). 100% = the carbachol control signal. activation, % at 3 µM;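 active = activation above its plate's cutoff, the mean activation of the plate's test wells plus 3 SD, cut at about 12% in these data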;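 note: 0% = DMSO only wells and 100% = carbachol wells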
Target sequence (Q8TDD5 whole entry, looked up): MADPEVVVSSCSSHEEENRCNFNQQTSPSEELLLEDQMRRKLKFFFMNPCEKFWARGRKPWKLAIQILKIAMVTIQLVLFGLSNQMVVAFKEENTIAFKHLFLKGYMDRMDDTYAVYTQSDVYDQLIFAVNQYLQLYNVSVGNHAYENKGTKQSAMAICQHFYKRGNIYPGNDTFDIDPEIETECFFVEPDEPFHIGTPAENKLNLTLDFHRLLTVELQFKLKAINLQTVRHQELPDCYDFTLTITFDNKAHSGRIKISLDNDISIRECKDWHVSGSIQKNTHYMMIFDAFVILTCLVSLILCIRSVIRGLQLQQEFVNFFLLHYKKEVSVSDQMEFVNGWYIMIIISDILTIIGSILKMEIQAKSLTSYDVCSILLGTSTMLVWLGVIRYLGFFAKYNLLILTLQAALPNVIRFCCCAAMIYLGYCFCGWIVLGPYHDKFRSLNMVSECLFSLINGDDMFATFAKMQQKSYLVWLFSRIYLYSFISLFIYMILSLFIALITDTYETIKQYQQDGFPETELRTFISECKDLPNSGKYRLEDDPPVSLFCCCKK
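Test system: HEK293 cells stably carrying human TRPML3-YFP; Doses: single dose, 3 µM final nominal compound, 0.3% DMSO final; Schedule: dye loading 1 h 37 °C then 30 min ambient, 125 s read; Technique: Fluo-8 calcium fluorescence; Benchmarks: high control carbachol 87 µM, low control DMSO.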
EP2 modulator = EP2 receptor modulators, cAMP readout, primary screen, cell-based, HTRF cAMP, PGE2 stimulation. actives 0.83% (n = 260,000). AID 940, 2007. Prostaglandin E2 receptor EP2 subtype (Homo sapiens), P43116. EP2-expressing cells, cAMP HTRF FRET, PGE2 co-stimulation. induction, % at 25 µM;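 active = compounds whose cAMP rise, as percent of the full-agonist control response, exceeds 60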;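 note: rat C6 glioma line stably carrying human EP2 under a CMV promoter; the protocol text gives 20 µM as final concentration; 100% = response of wells given 1 µM PGE2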
zfTRPN1 agonist = zebrafish TRPN1 channel agonists, primary screen, cell-based, HEK293, calcium fluorescence | transient receptor potential cation channel N1 (TRPN1/NompC), Danio rerio | HEK293 zebrafish TRPN1-YFP, Fluo-8 calcium fluorescence; 100% = response to 87 µM carbachol | activation, % at 3 µM | actives 0.18% (n = 220,000) | AID 1424, 2008;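 active = activation above its plate's cutoff, the mean activation of test wells on that plate plus 3 SD, cut at about 19% in these data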;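 note: 0% = DMSO alone and 100% = 87 µM carbachol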
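Material: zebrafish TRPN1-YFP in HEK293 cells; Doses: single test compound dose, 3 µM nominal, 0.3% DMSO; Timing: dye loading 1 h at 37 °C, then 30 min room temperature; Technique: intracellular calcium fluorescence with Fluo-8; Benchmarks: high carbachol 87 µM, low DMSO alone.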
CHOP inhibitor = inhibitors of CHOP promoter induction, primary screen, cell-based, unfolded protein response, luciferase reporter; CHO-K1 CHOP-promoter luciferase, tunicamycin-induced, 15-18 h; actives 3.8% (n = 220,000); inhibition, % at 10 µM; AID 2732, 2010;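 active = compounds that reduced the stress-induced luciferase reporter signal by more than about 70% of percent inhibition, limit read from the data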;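 note: 0% = tunicamycin plus vehicle and 100% = wells without tunicamycin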
14-3-3 Bad PPI = inhibitors of 14-3-3 zeta/Bad binding, primary screen, biochemical, TR-FRET, bovine 14-3-3 zeta. 14-3-3 protein zeta/delta (Bos taurus), P63103. TR-FRET 14-3-3zeta/Dy647-pBad peptide displacement, 1 h. inhibition, % at 21.7 µM. actives 0.71% (n = 220,000);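 active = inhibition above about 70%, limit read from the data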;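 note: 0% = full 14-3-3 plus peptide FRET controls and 100% = background without 14-3-3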
* = called active by the depositor; . = not tested or not shown; & = joins results of further samples; [ ] = dose if it differs, or a comment.

SMILES | NPY Y1 blocker | PPC-1+TRAIL kill | NPY-Y1 PAM-ag | PGE2 EP2 inh | TRPML3 agonist | EP2 modulator | zfTRPN1 agonist | CHOP inhibitor | 14-3-3 Bad PPI
Cc1ccc(-c2nnc(SCC(=O)NC3CCS(=O)(=O)C3)nc2-c2ccc(C)cc2)cc1 (configuration not stated) | -3 | 1 | 17 | 11 | 0.4 | -3 | -1.1 | 21 | 3
O=C(NC(=S)NCC1CCCO1)C(c1ccccc1)c1ccccc1 (configuration not stated) | 8 | -10 | -5 | 13 | -0.5 | 24 | -2.6 | 13 | -3
Cc1nnc(NC(=O)Cn2cnc3c2c(=O)n(C)c(=O)n3C)s1 | 2 | -11 | 4 | 15 | -0.2 | 25 | -0.3 | 6 | 1
CCCc1cc2c(cc1NC(=O)c1ccc(C)cc1)OCO2 | 5 | 5 | 2 | 11 | -2.0 | 8 | -1.6 | 50 | -6
CCOC(=O)c1sc(SC)c2c1CCC/C2=N/OC | . | 5 | -64 | 8 | -0.5 | 49 | -0.5 | 43 | -1
Nc1c(-c2ccccc2)c(CSc2nc3ccccc3[nH]2)nn1-c1cccc(Cl)c1 | 5 | 20 | 7 | 7 | -0.9 | -28 | -0.9 | 55 | 16[fluorescence artefact?]
S=C(NCCc1ccccc1)N1CCN(C(c2ccccc2)c2ccccc2)CC1 | 0 | 4 | 4 | 6 | 1.2 | 51 | 1.1 | -5 | -10
O=C(NCc1ccc(N2CCCC2=O)cc1)NC1CCCCC1 | 3 | 20 | 3 | 22 | 1.8 | 5 | 2.0 | 22 | 5
Cc1c(C#N)c(N=CN(C)C)c(C(=O)c2ccccc2)n1-c1ccccc1 | 3 | 1 | -2 | 5 | 0.0 | 5 | -0.6 | 20 | 2
CCOC(=O)N1CCC(Nc2c(NCCCOC)c(=O)c2=O)CC1 | 3 | 22 | 4 | 6 | -0.4 | 32 | -0.4 | 17 | 1
COc1ccc(C(C(=O)NCC2CCCO2)N(C(=O)CNC(=O)c2cccs2)c2ccc(NC(C)=O)cc2)cc1OC (configuration not stated) | 10 | -8 | 3 | 7 | 0.7 | 28 | 0.8 | 5 | -10
Cc1cc(C)n(-c2ccc(C(=O)Nc3nnc(C4CC4)s3)cc2)n1 | 5 | 17 | 6 | 6 | -0.3 | 27 | 2.1 | 22 | 1
CCOC(=O)c1cc2c(ccn2C)n1CC(=O)N1CCC(Cc2ccccc2)CC1 | 1 | 2 | -24 | 4 | 0.0 | 1 | 2.5 | 71* | -7
O=S(=O)(NCc1cccnc1)c1cccs1 | 1 | 11 | -6 | -3 | 0.0 | 6 | 0.8 | 29 | -1
COc1cccc(NC(=O)COc2ccc(C)cc2)c1 | -1 | 20 | -16 | 11 | 0.4 | 5 | 0.0 | 29 | 0
CCCN(CCC)CCCNS(=O)(=O)c1ccc2c(c1)oc(=O)n2C | -4 | 11 | -19 | 7 | 1.1 | 22 | 1.1 | -14 | -10
Cc1ccc2nc(SCC(=O)c3ccc4c(c3)NC(=O)CO4)[nH]c2c1 | 2 | 10 | -9 | 18 | -0.1 | -39 | -0.4 | 10 | -7
CCOc1ccc(S(=O)(=O)Nc2ccccn2)c2ccccc12 | 13 | 23 | -3 | 16 | 0.3 | 17 | -0.4 | 19 | 5
CCN(CCC(=O)Nc1ccc(Br)c(C)c1)Cc1ccccc1 | 0 | -6 | -9 | 14 | 0.8 | 2 | -1.4 | 15 | 18
Cc1nc2ccccc2cc1OCc1ccc(F)cc1 | 6 | -4 | 6 | 11 | 2.2 | -14 | 5.0 | 75* | 20
COc1ccc(SN=C2C(C)=CC(=O)C=C2C)cc1 | -2 | 11 | 6 | 4 | 0.4 | -21 | -0.2 | -47 | -11
O=C(Cc1cccc2ccccc12)Nc1ccc(-c2cc3ccccc3oc2=O)cc1 | -2 | 7 | 22 | 22 | 0.4 | 16 | -0.6 | 81* | -16[fluorescence artefact?]
COc1ccc(C(=O)Nc2nc3ccc(S(C)(=O)=O)cc3s2)cc1 | 1 | 42 | 14 | . | 1.2 | 9 | 0.7 | -3 | -3
Cc1ccc(-c2cc(C)nc3nc(N)nn23)cc1 | 7 | -13 | -13 | 5 | 0.1 | -2 | -2.1 | 25 | 0
Nc1n[nH]c(=S)n1-c1ccc(Cl)cc1 | . | 12 | 0 | 14 | 1.3 | 10 | 1.1 | 15 | -8

Shown as comma-separated lines: 8 of the compounds above.
SMILES,NPY Y1 blocker,PPC-1+TRAIL kill,NPY-Y1 PAM-ag,PGE2 EP2 inh,TRPML3 agonist,EP2 modulator,zfTRPN1 agonist,CHOP inhibitor,14-3-3 Bad PPI
CCOc1ccc(S(=O)(=O)Nc2ccccn2)c2ccccc12,13,23,-3,16,0.3,17,-0.4,19,5
CCN(CCC(=O)Nc1ccc(Br)c(C)c1)Cc1ccccc1,0,-6,-9,14,0.8,2,-1.4,15,18
Cc1nc2ccccc2cc1OCc1ccc(F)cc1,6,-4,6,11,2.2,-14,5.0,75*,20
COc1ccc(SN=C2C(C)=CC(=O)C=C2C)cc1,-2,11,6,4,0.4,-21,-0.2,-47,-11
O=C(Cc1cccc2ccccc12)Nc1ccc(-c2cc3ccccc3oc2=O)cc1,-2,7,22,22,0.4,16,-0.6,81*,-16[fluorescence artefact?]
COc1ccc(C(=O)Nc2nc3ccc(S(C)(=O)=O)cc3s2)cc1,1,42,14,.,1.2,9,0.7,-3,-3
Cc1ccc(-c2cc(C)nc3nc(N)nn23)cc1,7,-13,-13,5,0.1,-2,-2.1,25,0
Nc1n[nH]c(=S)n1-c1ccc(Cl)cc1,.,12,0,14,1.3,10,1.1,15,-8

Next entries.
SMILES | NPY Y1 blocker | PPC-1+TRAIL kill | NPY-Y1 PAM-ag | PGE2 EP2 inh | TRPML3 agonist | EP2 modulator | zfTRPN1 agonist | CHOP inhibitor | 14-3-3 Bad PPI
Cn1c(-c2ccccc2)c[n+]2c1-c1ccccc1C2 | 1 | 9 | -22 | 4 | 0.4 | 0 | -0.1 | -21 | -3
CC(C)(C)c1ccc(/C=C/C(=O)N2CCN(c3ncccn3)CC2)cc1 | 4 | 22 | -9 | 4 | 0.3 | -19 | -0.6 | 27 | -5
CCCNC(=O)CS(=O)(=O)Cc1nc(-c2cccc(OC)c2)oc1C | -5 | 8 | -2 | 9 | -0.4 | 11 | 0.5 | -6 | 0
O=C(CSc1nnc2ccc(-c3cccnc3)nn12)Nc1ccc(F)cc1F | -3 | 22 | 6 | 10 | 0.4 | 15 | 0.9 | 7 | -11
O=C(Nc1cccnc1)Nc1ccccc1Cl | -8 | 15 | 6 | 8&7 | 1.0 | -6&-84 | 1.1 | 18 | -15[fluorescence artefact?]
CCC(=O)N/N=C(\C)CC(=O)Nc1ccccc1-c1ccccc1 | 2 | 13 | -19 | 11 | 1.2 | 26 | -2.0 | -13 | -3
COc1cc(OC)cc(N(C(=O)C2COc3ccccc3O2)C(C(=O)NC2CCCCC2)c2ccc(O)cc2)c1 (configuration not stated) | -5 | 1 | 9 | 3 | 0.6 | -3 | 0.3 | 48 | 2[fluorescence artefact?]
O=S(=O)(c1cccc(NC(=S)Nc2ccc(Br)cc2Cl)c1)N1CCOCC1 | 5 | 9 | -4 | 19 | 0.7 | -29 | 1.3 | 42 | -10
O=C(CSc1nc2ccccc2c(=O)n1-c1ccccc1)N1CCc2ccccc21 | 8 | 9 | -9 | 5 | 0.2 | 9 | 1.3 | -25 | 31[fluorescence artefact?]
CCCCN(CC)C(=O)c1n[nH]c(=O)c2ccccc12 | -3 | 15 | 11 | 8 | 0.3 | 14 | 0.3 | -4 | 9[fluorescence artefact?]
Cc1c(Cc2ccc3c(c2)OCO3)sc(NC(=O)C(C)(C)C)c1C#N | -2 | 16 | -33 | 8 | 0.6 | -6 | -0.7 | 42 | 1
CCOc1ccc(CNC(=O)CCS(=O)(=O)Cc2ccccc2C)cc1OC | 3 | 3 | 6 | 7 | 0.1 | 7 | -1.7 | -2 | 3
O=C(CSc1nnc2c3c4c(sc3ncn12)CCCC4)NCc1ccco1 | -1 | 31 | -6 | 9 | 0.2 | 17 | -0.7 | 21 | 1[fluorescence artefact?]
CCC(CC)C(=O)Nc1cc(C(=O)NCCc2ccccc2)ccc1Cl | 2 | 3 | -6 | -1 | -1.6 | 26 | -0.8 | -4 | 2
CN1CCC(=NNC(=O)C(=O)Nc2ccc(F)cc2)CC1 | 0 | 0 | 2 | 6 | 0.6 | 5 | -1.2 | -2 | -5
Cc1ccc2nc(-c3ccccc3)cn2c1 | 1 | 90*[5 µM] | -25 | 7 | -0.1 | -10 | -1.6 | 76* | 60[fluorescence artefact?]
CCOc1ccc(NCc2nnc(SCC(=O)Nc3cc(C)on3)n2-c2ccc(OC)cc2)cc1 | -1 | 2 | 5 | 8 | 0.1 | 2 | 2.1 | 12 | 0
Cc1ccc(NC(=S)NNC(=O)CSc2nc3ccccc3c(=O)n2-c2ccc(C)cc2)cc1 | 7 | 11 | 7 | 6 | -0.4 | 16 | 1.3 | -7 | -3
COc1ccc(Cn2c(-c3ccc(Cl)cc3)c[n+]3ccccc23)cc1 | 15 | 29 | -28 | 3 | -0.4 | 3 | 1.1 | 10 | 11[fluorescence artefact?]
COC(=O)c1ccc(NC(=O)c2ccc(C)cc2)o1 | 9 | 29 | 20 | 6 | 0.2 | -4 | 2.1 | -17 | 12

These rows are one share of the data (hit frequency here may not be typical).
